Assay outcomes (PubChem BioAssay)
V1R ag counter – agonists of human V1a receptor, primary screen, counter-screen for OXTR agonist project, fluorescence, CHO-V1R cells. Vasopressin V1a receptor (Homo sapiens), P37288. Fluo-8 calcium fluorescence, agonist mode; 0% DMSO, 100% 3 nM vasopressin. activation, % at 3 µM. actives 0.25% (n = 320,000). AID 2797, 2010;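 active = activation above the mean activation of all tested compounds plus 3 SD, per screening run, cut at about 20% in these data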;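 note: signal is peak over basal fluorescence ratio across a 100 second FLIPR read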
PHOSPHO1 block – PubChem AID 1565 | Phosphoethanolamine/phosphocholine phosphatase (Homo sapiens), Q8TCT1 | recombinant PHOSPHO1, absorbance phosphatase assay | inhibition, % at 13.3 µM | actives 1.1% (n = 290,000); in the data active = inhibition above about 60%
Target sequence (Q8TCT1 whole entry, looked up): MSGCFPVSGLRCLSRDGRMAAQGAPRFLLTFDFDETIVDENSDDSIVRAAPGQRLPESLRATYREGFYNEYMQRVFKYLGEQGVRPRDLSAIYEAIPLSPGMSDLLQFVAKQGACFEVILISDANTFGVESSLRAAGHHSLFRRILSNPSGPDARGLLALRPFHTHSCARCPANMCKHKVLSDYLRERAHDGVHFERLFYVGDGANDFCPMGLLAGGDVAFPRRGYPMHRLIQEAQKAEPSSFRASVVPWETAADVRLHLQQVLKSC
OXTR ag – human OXTR agonists, primary screen, fluorescence, CHO-OTR cells, Fluo-8 calcium. activation, % at 3 µM. actives 0.32% (n = 320,000). Fluo-8 calcium fluorescence; normalized: DMSO 0%, oxytocin 100%. AID 2435, 2010. Oxytocin receptor (Homo sapiens), P30559;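 active = activation above the mean of all tested compounds plus 3 SD, cutoff set per screening run, cut at about 20% in these data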;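 note: peak over basal fluorescence ratio from a 100 s FLIPR kinetic read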
Target sequence (P30559 whole entry, looked up): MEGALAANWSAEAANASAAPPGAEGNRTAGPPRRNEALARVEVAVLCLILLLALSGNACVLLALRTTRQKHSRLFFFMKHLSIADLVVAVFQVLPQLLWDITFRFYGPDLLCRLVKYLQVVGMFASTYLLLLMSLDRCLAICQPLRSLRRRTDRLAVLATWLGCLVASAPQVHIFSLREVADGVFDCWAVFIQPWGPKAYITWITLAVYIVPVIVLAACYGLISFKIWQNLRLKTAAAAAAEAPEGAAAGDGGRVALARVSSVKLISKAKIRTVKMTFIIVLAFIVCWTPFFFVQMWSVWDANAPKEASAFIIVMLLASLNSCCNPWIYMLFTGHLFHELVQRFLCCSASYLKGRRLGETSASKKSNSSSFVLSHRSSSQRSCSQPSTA
GalR3 antagonist – GalR3 antagonists in HEK293 cells, primary screen, cell-based, fluorescence readout. HEK293 GalR3-CNG cAMP membrane potential fluorescence; galR3 body fused to GalR1 C-terminus. inhibition, % at 3 µM. actives 0.44% (n = 360,000). AID 651719, 2012;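 active = inhibition above the screen-wide average plus 3 SD, cut at about 13% in these data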;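 note: forskolin and galanin both at EC90 stimulate the cells; cAMP rise reported by CNG channel membrane potential dye signal; 0% = forskolin plus galanin with DMSO and 100% = forskolin alone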
Target sequence (O60755 1-299 limits assumed): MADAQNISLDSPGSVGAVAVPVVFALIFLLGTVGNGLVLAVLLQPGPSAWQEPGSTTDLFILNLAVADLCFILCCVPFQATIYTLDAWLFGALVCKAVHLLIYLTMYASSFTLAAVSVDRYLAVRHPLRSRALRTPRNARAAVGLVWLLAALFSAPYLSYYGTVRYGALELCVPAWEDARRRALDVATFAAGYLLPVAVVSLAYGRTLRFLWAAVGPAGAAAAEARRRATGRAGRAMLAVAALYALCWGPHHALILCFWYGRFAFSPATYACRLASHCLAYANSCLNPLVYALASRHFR
MEKK3 PB1 HTS – modulators of MEKK3-MEK5 PB1 binding, primary screen, biochemical, wildtype MEKK3, multiplex bead flow cytometry, Alexa488-MEK5; Mitogen-activated protein kinase kinase kinase 3 (Homo sapiens), Q99759; bead-based flow cytometry, Alexa488-MEK5 binding to MEKK3; actives lie on both sides; 0 = blocked by unlabeled MEK5, 100 = vehicle; binding response (% of control), % at 10 µM; actives 1.4% (n = 290,000); AID 1529, 2009;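 active = binding response more than 3 SD above or below the average of its plate-row segment, actives on both sides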;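 note: Alexa488 bead fluorescence after subtracting the streptavidin-only scavenger bead signal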
GPR7 antagonist – GPR7 receptor antagonists, primary screen, cell-based, fluorescence, single concentration | GPR7-expressing cells, fluorescence antagonist assay | inhibition, % at 4.4 µM | actives 1.1% (n = 290,000) | Neuropeptides B/W receptor type 1 (Homo sapiens), P48145; in the data active = inhibition above about 16%, passing the limit was not always enough;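 note: cells stimulated with the agonist NPW; 0% = agonist with vehicle and 100% = vehicle without agonist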
MEKK2wt PB1 HTS – modulators of MEK5 binding to wildtype MEKK2, primary screen, biochemical, multiplex bead flow cytometry, Alexa488-MEK5; Alexa488-MEK5 binding to MEKK2 WT; actives lie on both sides; AID 1531, 2009; binding response (% of control), % at 10 µM; Mitogen-activated protein kinase kinase kinase 2 (Homo sapiens), Q9Y2U5; actives 1.1% (n = 290,000); in the data active = binding response below about 67% or above about 130%
MEKK2 mut-MEK5 – MEK5 binding signal on mutant MEKK2 PB1, primary screen, biochemical, multiplex bead flow cytometry, Alexa488-MEK5; percent response, % at 10 µM; Alexa488-MEK5 binding to MEKK2 mutant; AID 1530, 2009; actives 0.35% (n = 290,000); in the data active = percent response above about 24%, passing the limit was not always enough; note: inactives centre near 1; some results filed as inactive read as strong as hits; reference of the scale not given here
NALP1 yeast inh – NALP1 inflammasome inhibitors in reconstituted yeast, colorimetric, S. cerevisiae, triplicate retest | inhibition, % at 10 µM | S. cerevisiae NALP1/ASC/caspase-1 growth, X-gal OD620, 72 h | actives 0.61% (n = 280,000) | AID 2071, 2009; in the data active = inhibition mostly above about 24%, no sharp cut-off; inactive = mostly below about 32%; note: some compounds called inactive have numbers as strong as hits
The depositor's hits bear a star; . = not tested or not shown.

SMILES	V1R ag counter	PHOSPHO1 block	OXTR ag	GalR3 antagonist	MEKK3 PB1 HTS	GPR7 antagonist	MEKK2wt PB1 HTS	MEKK2 mut-MEK5	NALP1 yeast inh
C=CCOC(=O)C1=C(C)NC(SCC(=O)Nc2nccs2)=C(C#N)C1c1ccc(Cl)cc1 (configuration not stated)	4.7	67*	-1.5	-6	98	3	95	0	18
Cc1ccc(S(=O)(=O)N2CCN(C(=O)N3CCOCC3)C2c2ccc(N(C)C)cc2)cc1 (configuration not stated)	0.4	24	-1.2	-5	105	-3	106	4	26
O=c1oc2ccc(Cl)cc2cc1-c1ccccc1	-0.8	-18	-1.8	0	104	-5	106	4	35
C=CCNC(=O)C1COc2ccccc2O1 (configuration not stated)	-1.1	-10	1.1	-5	96	-15	96	-16	4
O=C(O)C(O)c1ccco1 (configuration not stated)	.	21	.	.	89	-1	89	-7	9
Cc1[nH]n(-c2ccc(Cl)cc2)c(=O)c1C(=O)c1ccccc1	1.2	-33	0.1	6	104	-5	91	-10	-6
O=C(CCN1C(=O)c2cccc3cccc(c23)C1=O)N1CCOCC1	-0.7	-8	-0.4	10	91	-1	78	-11	3
O=S(=O)(c1ccc(Cl)c(Cl)c1)N1CCc2nc3ccccc3n2CC1	.	18	.	-4	.	-1	.	.	37
Cc1ccc(S(=O)(=O)N2CCN(C(=O)c3n[nH]c(=O)c4ccccc34)CC2)cc1	-0.3	28	-1.9	-6	64	5	70	-13	-2
CCOc1ccc(Nc2nc(Cc3nnc(SCC(=O)c4ccc(C)c(C)c4)o3)cs2)cc1	5.0	35	1.4	-2	111	-2	109	2	13
CCC(=O)N1CCN(c2ccccc2NC(=O)c2ccc([N+](=O)[O-])o2)CC1	-0.2	24	1.3	-11	101	21	96	-2	8
NC(=O)N\N=C/C=C/C=C/c1ccc(F)cc1	2.1	37	0.9	-6	100	-7	102	-6	18
Cc1ccc(S(=O)(=O)NCc2ccco2)cc1C	-0.4	22	-2.4	-5	102	0	101	4	24
COc1ccccc1N1CCN(/N=C/c2cc(OC)c(OC)c(OC)c2)CC1	1.7	0	-1.0	-10	100	1	100	-1	29
CCOC(=O)c1ccc(NC2=CC(=O)C(=O)c3ccccc32)cc1	0.2	34	-0.9	1	98	4	103	14	-7
Cc1ccccc1NC(=O)CSc1nc(N2CCCCC2)nc(N2CCCCC2)n1	0.6	52	-0.1	-6	97	-12	97	0	20
COc1cc(CC(=O)OCC(=O)Nc2ccc([N+](=O)[O-])cc2)cc(OC)c1OC	3.6	11	2.1	-3	97	20	93	-4	-7
O=C(NCCCN1CCCC1)c1ccc(CSCc2cccc(Cl)c2)o1	0.3	6	0.3	-8	104	2	132	11	-11
CC(=O)Cn1ncc(N2CCOCC2)c(Br)c1=O	-0.4	23	0.1	6	93	-3	94	-10	-3
Cc1ccc(CN(c2ccc(C(=O)NCc3cccnc3)cc2)S(C)(=O)=O)cc1	4.3	7	6.5	-6	102	1	103	8	10
COc1ccc(CN2CCC(C(=O)Nc3ccc(Oc4cccnc4)cc3)CC2)c(C)c1C	6.3	34	8.8	-2	104	8	130	13	28
CCN(CC(=O)NCC(=O)Nc1cccc(C)c1C)Cc1ccccc1	-1.0	.	-0.1	-5	99	9	103	7	-5
Cc1cc(=O)nc2c3ccccc3n(CC(=O)NCCCN3CCOCC3)n12	1.2	54	0.3	.	105	-12	106	7	-16
CN(C)C(=O)CSc1nnc(CCN)o1	0.0	-4	0.2	2	100	-3	102	1	16
O=C(O)c1cc(NCc2cccs2)ccc1N1CCOCC1	0.3	5	0.7	-4	99	-11	96	-3	2

Profiles, quoted from the list. Order of screens: V1R ag counter, PHOSPHO1 block, OXTR ag, GalR3 antagonist, MEKK3 PB1 HTS, GPR7 antagonist, MEKK2wt PB1 HTS, MEKK2 mut-MEK5, NALP1 yeast inh
Entry for COc1cc(CC(=O)OCC(=O)Nc2ccc([N+](=O)[O-])cc2)cc(OC)c1OC : 3.6, 11, 2.1, -3, 97, 20, 93, -4, -7
Entry for CC(=O)Cn1ncc(N2CCOCC2)c(Br)c1=O : -0.4, 23, 0.1, 6, 93, -3, 94, -10, -3

New compounds follow.
SMILES	V1R ag counter	PHOSPHO1 block	OXTR ag	GalR3 antagonist	MEKK3 PB1 HTS	GPR7 antagonist	MEKK2wt PB1 HTS	MEKK2 mut-MEK5	NALP1 yeast inh
NS(=O)(=O)c1ccc(NC(=O)c2cccc3ccccc23)cc1	0.6	25	0.0	-2	97	-6	97	21	19
CC(O/N=C/c1ccc(OC(F)F)cc1)C(=O)Nc1cccc(S(=O)(=O)N2CCOCC2)c1 (configuration not stated)	1.0	-16	0.5	-2	100	-5	97	1	35
O=C(NCCSCc1ccccc1)c1ccc(F)cc1	-1.0	-9	-2.1	-5	80	-1	95	-1	35
CCOC(=O)/C(C#N)=C/Nc1cc(C(C)(C)C)sc1C(C)=O	0.6	-2	-1.3	-2	102	-15	98	-5	3
O=C(NC(=S)Nc1ccc2c(c1)OCCO2)c1ccc(F)cc1Cl	0.9	-5	-1.4	2	91	2	92	-5	30
Cc1cc(CCN2CCC(=O)NC2=S)ccc1OC(C)C	0.1	-2	-0.4	-1	102	4	104	3	8
COc1ccccc1CNn1c(-c2cccc(C)c2)nc2ccccc2c1=O	-0.8	28	-1.6	-3	102	-18	105	4	7
CCOC(=O)C1=C(C)C(c2ccc(OC)cc2OC)NC(=O)N1 (configuration not stated)	-0.4	-1	-1.0	-3	111	2	108	15	3
COC(=O)[C@H](Cc1c[nH]c2ccccc12)NC(=O)NCc1ccccc1	11	33	2.5	-10	103	4	103	-1	32
Cc1ccccc1-c1nc2cc(N)ccc2o1	-0.6	16	-0.5	-8	102	-9	103	4	7
COc1cc(C(=O)Oc2cc(C)cc(C)c2)cc(OC)c1OC	-0.6	2	-2.5	2	112	-11	110	13	-56
CCOc1ccc(OCC)c(NC(=O)c2ccc(CNc3c(N4CCCC4)c(=O)c3=O)cc2)c1	0.3	30	-2.3	12	103	-12	100	5	.
Cc1ccc(S(=O)(=O)/C(C#N)=C/c2c(N3CCN(C)CC3)nc3ccccn3c2=O)cc1	0.5	13	-0.7	-2	108	-15	109	14	6
N#Cc1c(NC(=O)CCCC(=O)O)sc2c1CCCCC2	1.0	8	0.6	0	77	20	85	-5	23
CC[C@@H](C)[C@H](NC(=O)Cc1c(C)c2cc3c(C)c(C)oc3c(C)c2oc1=O)C(=O)O	0.2	16	-0.6	-11	102	-5	99	2	-3
Cc1cccc(S(=O)(=O)N2CN(Cc3ccco3)c3nc4ccccc4nc32)c1	-0.9	56	-1.0	-5	102	-10	101	5	-20
CCOC(=O)N1CCC(Nc2c(-c3ccc(C)c(C)c3)c(=O)c2=O)CC1	0.2	16	-0.3	-1	98	0	101	2	-19
COc1ccc(NC(=O)N2CCCCC2c2cccnc2)cc1 (configuration not stated)	0.7	-5	-0.1	2	103	0	105	-2	24
CCCCOc1ccc(CN2CCCCC2)cc1	0.4	-30	1.4	-9	103	-2	102	3	35
O=C1N=C(N2CCN(c3ccccc3)CC2)S/C1=C/c1ccco1	-0.8	-6	-2.6	-2	96	-9	102	1	0
CNC(=S)N/N=C/c1cn(Cc2c(F)cccc2Cl)c2ccccc12	0.2	28	-1.6	-1	108	30*	102	6	20
Cc1ccc(S(=O)(=O)Nc2nc3ccccc3nc2N2CCN(c3ccccc3F)CC2)cc1	0.3	-11	1.0	0	90	-2	86	-9	10
COc1ccccc1N/C=C1/Sc2cc(Cl)ccc2NC1=O	0.8	29	0.8	2	102	-3	101	2	12
COc1ccc(CC(=O)NCc2nnc(SCc3ccc([N+](=O)[O-])cc3)n2C)cc1	-0.6	51	-1.4	-3	103	-9	98	0	13
COC(=O)Cc1ccc(N(Cc2ccccc2F)S(=O)(=O)c2ccc(C)cc2)cc1	2.9	7	2.9	-2	80	3	82	-5	7
SMILES	V1R ag counter	PHOSPHO1 block	OXTR ag	GalR3 antagonist	MEKK3 PB1 HTS	GPR7 antagonist	MEKK2wt PB1 HTS	MEKK2 mut-MEK5	NALP1 yeast inh
CC(C)N1C(=O)CCC1C(=O)N1CCCc2ccccc21 (configuration not stated)	1.0	16	1.2	4	103	-10	102	0	-1
CCOC(=O)c1sc(NC(=O)c2ccccc2OCC)nc1C	-0.4	0	-0.6	-4	102	-12	101	3	12
O=[N+]([O-])c1ccccc1N/N=C1\CC2CC=CC12 (configuration not stated)	-1.4	36	-2.5	-2	107	-12	102	5	-14
CCc1nnc(NC(=O)CCS(=O)(=O)c2ccccc2)s1	0.2	20	0.4	-2	104	-10	102	0	23
CCCc1cc(=O)[nH]c(SCC(=O)N(CC)Cc2ccccc2)n1	2.5	-2	0.8	-1	98	-2	97	3	11
O=C(Nc1ccc(OC(F)(F)F)cc1)c1ccc2nc[nH]c2c1	0.3	-2	0.6	-11	102	-19	104	5	14
COc1ccc(NC(=O)c2sc(Cl)nc2-c2ccccc2)cc1	11	2	-2.5	-5	94	-1	100	-1	16
Cc1cccc(NC(=O)C2C3C=CC(O3)C2C(=O)O)c1 (configuration not stated)	0.1	30	0.4	.	107	-15	107	8	16
CC(C)(C#N)Cc1cc(CC(C)(C)C#N)cc(C(C)(C)C)c1	-0.5	4	-2.6	-1	100	1	104	1	16

As a working copy, four of the compounds above:
SMILES	V1R ag counter	PHOSPHO1 block	OXTR ag	GalR3 antagonist	MEKK3 PB1 HTS	GPR7 antagonist	MEKK2wt PB1 HTS	MEKK2 mut-MEK5	NALP1 yeast inh
CC(C)N1C(=O)CCC1C(=O)N1CCCc2ccccc21 (configuration not stated)	1.0	16	1.2	4	103	-10	102	0	-1
CCOC(=O)c1sc(NC(=O)c2ccccc2OCC)nc1C	-0.4	0	-0.6	-4	102	-12	101	3	12
O=[N+]([O-])c1ccccc1N/N=C1\CC2CC=CC12 (configuration not stated)	-1.4	36	-2.5	-2	107	-12	102	5	-14
CCc1nnc(NC(=O)CCS(=O)(=O)c2ccccc2)s1	0.2	20	0.4	-2	104	-10	102	0	23

Ordered by the number under PHOSPHO1 block (highest first): three from the list above
mol,PHOSPHO1 block,GalR3 antagonist,MEKK3 PB1 HTS,GPR7 antagonist,MEKK2wt PB1 HTS,MEKK2 mut-MEK5,NALP1 yeast inh
O=[N+]([O-])c1ccccc1N/N=C1\CC2CC=CC12 (configuration not stated),36,-2,107,-12,102,5,-14
CC(C)N1C(=O)CCC1C(=O)N1CCCc2ccccc21 (configuration not stated),16,4,103,-10,102,0,-1
COc1ccc(NC(=O)c2sc(Cl)nc2-c2ccccc2)cc1,2,-5,94,-1,100,-1,16
